# Screening data from PubChem BioAssay.
# FEN1 inh: human FEN1 inhibition | P39748 | Recombinant FEN1 flap cleavage, fluorescence, 15 min | Potency, µM (titrated, usually from 114 µM), for the others: at the top dose activity change, negative = inhibition, actives largely listed as inhibitors | 390,000 compounds, 0.35% hits | AID 588795; also: nearly all actives have a fitted effect of over 65% in size
# Target sequence (P39748 whole entry, looked up): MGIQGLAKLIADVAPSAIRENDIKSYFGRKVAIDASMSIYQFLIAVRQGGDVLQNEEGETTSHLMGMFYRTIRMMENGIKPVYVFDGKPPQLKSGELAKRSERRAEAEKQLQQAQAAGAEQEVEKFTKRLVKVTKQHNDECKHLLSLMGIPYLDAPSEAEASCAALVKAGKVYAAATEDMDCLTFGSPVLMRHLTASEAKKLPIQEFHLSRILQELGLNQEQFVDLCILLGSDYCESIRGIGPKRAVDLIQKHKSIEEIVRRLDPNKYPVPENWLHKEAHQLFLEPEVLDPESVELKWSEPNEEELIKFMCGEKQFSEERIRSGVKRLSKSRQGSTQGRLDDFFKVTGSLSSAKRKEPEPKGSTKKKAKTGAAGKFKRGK
#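 Read-out was taken twice, immediately and after 15 min, following addition of 50 nM substrate to 10 nM FEN1 that had sat with test compound for 15 min at room temperature. Curves came from a four-parameter Hill model.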
# TDP1 inh: blocks human tyrosyl-DNA phosphodiesterase 1; Potency, µM (titrated, usually from 130 µM), for inactives: at the highest dose activity change, negative = inhibition, hits mostly inhibitors; recombinant TDP1, AlphaScreen DNA substrate cleavage; 350,000 compounds, 0.28% hits; Q9NUW8; also: nearly all actives have a fitted effect of over 40% in size
# Target sequence (Q9NUW8 whole entry, looked up): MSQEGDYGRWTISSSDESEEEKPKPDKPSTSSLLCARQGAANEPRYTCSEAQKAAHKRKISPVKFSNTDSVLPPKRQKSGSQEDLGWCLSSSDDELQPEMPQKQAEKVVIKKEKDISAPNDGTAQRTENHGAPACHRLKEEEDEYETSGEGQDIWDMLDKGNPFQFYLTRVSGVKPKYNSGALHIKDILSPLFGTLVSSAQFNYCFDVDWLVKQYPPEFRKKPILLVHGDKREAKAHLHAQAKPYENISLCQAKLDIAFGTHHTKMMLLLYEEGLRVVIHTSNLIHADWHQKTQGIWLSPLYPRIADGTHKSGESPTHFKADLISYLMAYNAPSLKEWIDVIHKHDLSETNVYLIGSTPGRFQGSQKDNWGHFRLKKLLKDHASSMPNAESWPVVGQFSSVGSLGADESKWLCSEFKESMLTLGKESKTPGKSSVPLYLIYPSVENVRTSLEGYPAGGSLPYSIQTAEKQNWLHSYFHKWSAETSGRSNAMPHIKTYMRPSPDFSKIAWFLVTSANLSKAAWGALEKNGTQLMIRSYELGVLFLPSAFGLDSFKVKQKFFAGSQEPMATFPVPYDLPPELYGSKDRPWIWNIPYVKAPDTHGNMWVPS
#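 AlphaScreen read-out: signal falls as enzyme removes the 3' tyrosine-FITC from a 5'-biotinylated DNA oligo (15 nM, 5 min, RT). Enzyme was E. coli-made recombinant Tdp1 at 1 nM, exposed to compound for 15 min beforehand; beads 10 ug/ml, 10 min.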
# N370S GC: N370S glucocerebrosidase modulation, Gaucher chaperone candidate | P04062 | N370S GC spleen homogenate, 4MU-glucoside fluorescence | Potency, µM (doses to about 59.4 µM), for the others: top-dose activity change, negative = inhibition, actives largely listed as inhibitors | 330,000 compounds, 0.092% hits | AID 2101;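 also: 0% = full enzyme activity and -100% = no enzyme basal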
# The depositor's hits bear a star; u = inconclusive; x = no result given; & = joins results of further samples; [ ] = remark or other dose. Calls follow the shape of the dose curve; as a rule, active = well fitted curve in the direction sought with a large enough effect; inconclusive = small, poorly fitted or top-dose-only effect, or another doubt; inactive = no such curve, though single readings can be large; an effect the other way counts as inactive or inconclusive. Unless noted, % is scaled to controls: 0 for no effect and ±100 for the full control effect; potency is read from the fitted curve at half-maximal effect.
SMILES,FEN1 inh,TDP1 inh,N370S GC
Cc1ccccc1-n1c(SCC(=O)c2c(N)n(C)c(=O)n(C)c2=O)nnc1-c1cccnc1,0%,1%,-8%
CCc1ccc(-n2c(SCC(=O)NC3CCS(=O)(=O)C3)nc3ccccc3c2=O)cc1 (stereo not given),-3%,2%,x
COc1ccc(NC(=O)COC(=O)c2c(-c3ccccc3)noc2C)cc1,-1%,0%,5%
CCn1cc(C(=O)NCCOC)c(=O)c2cc(S(=O)(=O)N3CCOCC3)ccc21,-4%,0%,x
O=c1[nH][nH]c(-c2ccccc2)c1C=Nc1ccc(Cl)cc1,9%,2%,12%
O=C(CN1C(=O)C(=O)N(C2CCCC2)C1=O)Nc1ccc(F)cc1F,0%,-4%,-16%
COC(=O)c1cc(NC(=O)c2cccc([N+](=O)[O-])c2C)ccc1Cl,0%,0%,4%
Cc1cccc(NC(=O)CSc2nc3nc(C)cc(C)c3c(=O)[nH]2)c1,2%,6%,15%
Cc1cccn2c(=O)c(C(=O)N3CCN(c4ccccc4F)CC3)cnc12,11%,5%,x
Cn1c(N2CCOCC2)cc(=O)n(C)c1=O,-1%,0%,8%
Cc1ccc(CNC(=O)c2cccc3c2C(=O)c2ccc(N4CCC(C)CC4)cc2S3(=O)=O)cc1,u,0%,x
O=S(=O)(NCc1ccco1)c1ccccc1Br,-7%&0%,11%,0%&4%
Cc1cc(C)c(C)c(S(=O)(=O)ON2C(=O)c3ccccc3C2=O)c1C,-19%,-4%,0%
CC(C)Oc1ccc(Cc2cnc(=S)[nH]c2N)cc1,5%,2%,-1%
COc1ccc(-c2oc3ncn4nc(COc5ccccc5C)nc4c3c2-c2ccc(OC)cc2)cc1,3%,2%[2.28 µM],x
Cc1[nH]c2ccccc2c1CN1CCC(CO)(Cc2ccccc2)CC1,16%,10%,1%
COc1ccc(NC(=O)N2CCC(n3c(C)nc4cccnc43)CC2)cc1OC,19%,1%,x
Cc1ccccc1-n1nc2c(c1NC(=O)c1cccs1)CS(=O)(=O)C2,-22%,4%,1%
FC(F)(F)c1cccc(NC(=S)N(CCCN2CCCC2)Cc2cccn2Cc2ccc(Cl)cc2)c1,-15%,8%,-21%
Cc1c(NC(=O)c2ccc(N(C)S(=O)(=O)c3ccccc3)cc2)c(=O)n(-c2ccccc2)n1C,-5%,5%,5%
O=C(Nc1ccc(Cl)cc1)Nc1ccc(N2CCC(C(F)(F)F)CC2)nc1,-2%,2%,4%
COc1ccccc1OCC(=O)Nc1c2c(nn1-c1ccc(F)cc1)CS(=O)(=O)C2,2%,1%,-3%
COc1ccc(N(CC(=O)Nc2ccc3c(c2)OCO3)S(=O)(=O)c2ccc(C)cc2)cc1OC,-11%,2%,2%
CC(CCc1ccccc1)NC(=O)Cn1cccc1C(=O)c1ccccc1 (stereo not given),-5%,5%,-11%
Cc1ccc(CN2CCN(CC(=O)O)C2=O)cc1,0%,-1%,-4%
CN(C(=O)COc1cccc(Br)c1)C1CCS(=O)(=O)C1 (stereo not given),-2%,2%,2%
COc1ccc(Cl)cc1CSc1ncn[nH]1,1%,4%,-6%
CS(=O)(=O)Nc1cccc(C2=NN(C(=O)c3cccc([N+](=O)[O-])c3)C(c3cccs3)C2)c1 (stereo not given),-3%,x,-3%
CCc1cccc(NC(=O)CCn2c(=O)c3cccn3c3cccnc32)c1,-9%,3%,x
COc1cccc(/C=N/Nc2ccc(Cl)nn2)c1,-7%,x,2%
CCOC(=O)c1cnc(SCC(=O)c2ccc(Cl)cc2)nc1N,3%,-1%,-18%
CCc1cc2c(=O)c(-c3nc4ccccc4n3C)c(C)oc2c(CN2CCOCC2)c1O,-6%,5%,-9%
Cc1ccc(N2CCn3c2nc2c3c(=O)n(Cc3cccc(Cl)c3)c(=O)n2C)cc1C,-6%,8%,x
CCCCC(CC)CNC(=O)CCCCn1c(=O)[nH]c2ccsc2c1=O (stereo not given),-7%&-4%,-2%&9%,9%
CN(C1CCCCC1)S(=O)(=O)c1ccc2c(c1)c(=O)c(C(=O)N1CCN(c3ccccc3F)CC1)cn2C,4%,0%,x
Cc1[nH]c2ccccc2c1/C=N/Nc1nc2ccccc2[nH]1,-19%,-8%,21%
Cc1ccc(-c2nc(N)sc2CC(=O)OCC(=O)NCCC(C)C)cc1,-4%,6%,u
Cc1ccc(OCC(=O)c2cc(C)n(-c3cc(C)on3)c2C)c([N+](=O)[O-])n1,11%,5%,-2%
O=c1[nH]c(NCCO)nnc1Cc1ccc(Cl)cc1,3%,x,-7%
CCS(=O)(=O)N1Cc2ccccc2CC1C(=O)Nc1ccc(OC)c(OC)c1 (stereo not given),-3%,11%,-4%
Cc1cc(NS(=O)(=O)c2ccc(NC(=O)c3ccc(F)cc3)cc2)nc(C)n1,-4%,-9%,x
O=C1CCC(C(=O)OC(C(=O)Nc2cc(Cl)cc(Cl)c2)c2ccccc2)=NN1 (stereo not given),0%,1%,x
Cc1ccccc1C(=O)NC1CCN(CC(=O)N2CCCCC2C)CC1 (stereo not given),1%,x,-4%
O=P(O)(O)C(O)C(F)(F)C(F)(F)C(F)(F)C(F)F (stereo not given),0%,x,-5%
Cn1nnnc1SCC(=O)NC(=O)c1cccc([N+](=O)[O-])c1,-9%,x,3%
O=C(Nc1ccc(N2CCOCC2)c(Cl)c1)c1ncn[nH]1,-7%,3%,20%
Cc1cc(=O)oc2cc(OCC(=O)OCC(=O)NCc3ccc4c(c3)OCO4)ccc12,3%,7%,-9%
Cc1cccc(OCC(=O)Nc2ccc(C(=O)c3ccc(C(=O)O)cc3)cc2)c1,-1%,0%,3%
CC(C)(C)NC(=O)CSc1nncn1NCc1c(Cl)cccc1Cl,0%,10%,6%
CCc1ccccc1NC(=O)CN(C)C(=O)COC(=O)c1ccco1,13%,-4%,x
O=c1c2c(nc3nc(NCc4cccc5ccccc45)[nH]n13)CCC2,5%,9%,2%
Cc1ccc(NC(=O)Cc2ccccc2)cc1S(=O)(=O)N1CCOCC1,0%,-1%,x
CCC(=O)c1c[nH]c(C(=O)NCc2ccccc2OC)c1,-2%,x,3%
CCCc1nc2scc(-c3ccc(C)cc3)c2c(=O)n1N,5%,2%,7%
COCc1nc(-c2ccc(-c3ccc(C)cc3)nc2OC)no1,-12%,-2%,-11%[2.35 µM]
Cc1nc2ccccc2cc1C(=O)NCc1ccco1,-1%,-2%,-14%
C=CCSc1nnc(Cc2cc(=O)[nH]c(=O)[nH]2)n1-c1cc(C)ccc1C,-4%,8%,-29%
CCc1cc(C(=O)Nc2ccc(C)cc2Br)cs1,-10%,-5%,u
CCCOc1ccc(-c2cn3ccccc3n2)cc1,12%,1%,-10%
Cc1cc(Sc2nnc(N)s2)c2ccccc2n1,-11%,-4%,8%
# (list continues)
SMILES,FEN1 inh,TDP1 inh,N370S GC
COc1ccc(C(=O)NC(CCSC)C(=O)NCc2nnc3ccccn23)cc1 (stereo not given),1%,-17%,-1%
CCn1c(Cc2ccccc2)nnc1SCC(=O)Nc1ccccc1N1CCOCC1,51%[activator],2%,-1%
O=C(COC(=O)c1cccc2ccccc12)NCC1CCCO1 (stereo not given),-3%,0%,-6%
COc1ccc(NC(=O)CCCCCn2nnc3ccccc3c2=O)cc1OC,-6%,x,-6%
Cc1nnc(SCc2ccccc2)n1N,-2%,7%,3%
COc1ccc(S(=O)(=O)Cc2ccc(C(=O)NCc3ccc(C)cc3)o2)cc1,-4%,4%,-2%
Cc1c(C(=O)N2CCN(c3ccc([N+](=O)[O-])cc3)CC2)oc2ccccc12,-12%,3%,x
CCOC(=O)C1CCCN(Cc2cc(Br)ccc2OC)C1 (stereo not given),-17%,1%,-9%
O=C(CN1CCN(C(=O)c2cccc(F)c2)CC1)NC1CCCCC1,6%,0%,-4%
Fc1ccc(NCc2nc3ccccc3n2CCOc2ccccc2Cl)cc1,10%,6%,x
CCCCNC(=O)c1onc(CSc2ccc(C)c(C)c2)c1C(=O)O,-21%,-5%,7%
CCOc1ccc(S(=O)(=O)N2CCN(CC(O)COc3cccc([N+](=O)[O-])c3)CC2)cc1 (stereo not given),-4%,x,-9%
COc1ccc(-c2coc3cc(OC)cc(OC)c3c2=O)cc1,19%,10%[56.1 µM],17%&-13%
COc1ccccc1CNC(=O)CSc1nc(=O)[nH]c2c1CCCC2,-9%,0%,x
COc1cccc(N2CC(NC(=O)c3ccc(S(=O)(=O)N4CCCCC4)cc3)CC2=O)c1 (stereo not given),15%,5%,x
Cc1ccc(N2C(=O)[C@@H]3C(c4cccnc4)=NO[C@@H]3C2=O)cc1,-3%,3%,7%
CCS(=O)(=O)Nc1ccc(C(=O)NCCSc2ccccc2)cc1,3%,x,-2%
Cc1cccc(NC(=O)CCNS(=O)(=O)c2ccc(Cl)cc2)c1,4%,0%,-14%
CCCOc1ccccc1Cn1c(=O)sc2ccccc21,-21%,-10%,x
Cc1ccc(-n2c(SCC(=O)N(C)C3CCS(=O)(=O)C3)nc3ccccc3c2=O)cc1 (stereo not given),14%,5%,1%
COc1ccc(C(=O)COC(=O)C(CCCCN2C(=O)C3C4C=CC(C4)C3C2=O)N2C(=O)C3C4C=CC(C4)C3C2=O)cc1 (stereo not given),6%,3%,-2%
O=C(NN=C(Cc1ccccc1)Cc1ccccc1)c1ccccc1F,0%,-2%,-6%
COC(=O)CSc1nnc(CCc2nc3ccccc3[nH]2)n1C,-5%,-3%[56.1 µM],-7%
COc1ccc(NC(=O)CN(C)C(=O)CNC(=O)c2sc3ccccc3c2Cl)cc1,16%,0%,x
COCCNC(=O)C(c1ccc(Cl)cc1)N(C(=O)Cn1nnc2ccccc21)c1cccnc1 (stereo not given),0%,-6%,10%
Cc1cc(C)cc(N(C(=O)c2ccc3c(c2)OCO3)C2C=CS(=O)(=O)C2)c1 (stereo not given),-19%,-4%,5%
CCOc1ccc(C(=O)CCC(=O)Nc2cccc(S(=O)(=O)N3CCCCC3)c2)cc1,-12%,1%,x
CCNc1nc2nc3ccc(C)cn3c(=O)c2cc1C(=O)NCC1CCCO1 (stereo not given),1%,1%,23%
COCc1nnc(NC(=O)c2cc(OC)c(OC)cc2[N+](=O)[O-])s1,-10%,-1%,0%
CCCCCCC1CCC(C(=O)N2CCOCC2)CC1 (stereo not given),-22%,2%,-8%
Cc1ccc(NC(=O)[C@H](Cc2ccccc2)N2Cc3ccccc3C2=O)cc1F,2%,-1%,x
CCOC(=O)c1c(C)oc2nc(C)nc(NCCc3ccc(OCC)c(OCC)c3)c12,-19%,-4%,x
CSCC[C@H](NC(=O)[C@H](CC(C)C)NC(=O)[C@@H]1CCCN1C(=O)[C@H](Cc1ccccc1)NC(=O)[C@H](Cc1ccccc1)NC(=O)[C@@H]1CCC(=O)N1)C(N)=O,x,7%,3%
Cc1cccc(NC(=S)NCc2ccc3c(c2)OCO3)c1,-10%,-3%,3%
CCn1c(=O)c([N+](=O)[O-])c(Cl)c2ccccc21,u,3%,3%
CN(C)CC(CCCCC(CN(C)C)C(=O)c1ccccc1)C(=O)c1ccccc1 (stereo not given),-7%,2%,-1%
O=C(CN1CCN(C(=O)c2cncn2-c2ccc(F)cc2)CC1)Nc1ccccc1C(F)(F)F,3%,0%[56.1 µM],x
CC1(C)Cc2c(c(-c3ccco3)nc3sc4c(NCCCO)ncnc4c23)CO1,-2%,-1%,-1%
COc1ccc(Nc2nc(C)cc(=O)[nH]2)cc1,-10%,-2%,22%
CCOc1ccc(/C=C/C(=O)OCC(=O)c2ccccc2OC)cc1OC,-11%,0%,-1%

# In the list so far, 13 contain fluorine.
SMILES,FEN1 inh,TDP1 inh,N370S GC
O=C(CN1C(=O)C(=O)N(C2CCCC2)C1=O)Nc1ccc(F)cc1F,0%,-4%,-16%
Cc1cccn2c(=O)c(C(=O)N3CCN(c4ccccc4F)CC3)cnc12,11%,5%,x
FC(F)(F)c1cccc(NC(=S)N(CCCN2CCCC2)Cc2cccn2Cc2ccc(Cl)cc2)c1,-15%,8%,-21%
O=C(Nc1ccc(Cl)cc1)Nc1ccc(N2CCC(C(F)(F)F)CC2)nc1,-2%,2%,4%
COc1ccccc1OCC(=O)Nc1c2c(nn1-c1ccc(F)cc1)CS(=O)(=O)C2,2%,1%,-3%
CN(C1CCCCC1)S(=O)(=O)c1ccc2c(c1)c(=O)c(C(=O)N1CCN(c3ccccc3F)CC1)cn2C,4%,0%,x
Cc1cc(NS(=O)(=O)c2ccc(NC(=O)c3ccc(F)cc3)cc2)nc(C)n1,-4%,-9%,x
O=P(O)(O)C(O)C(F)(F)C(F)(F)C(F)(F)C(F)F (stereo not given),0%,x,-5%
O=C(CN1CCN(C(=O)c2cccc(F)c2)CC1)NC1CCCCC1,6%,0%,-4%
Fc1ccc(NCc2nc3ccccc3n2CCOc2ccccc2Cl)cc1,10%,6%,x
O=C(NN=C(Cc1ccccc1)Cc1ccccc1)c1ccccc1F,0%,-2%,-6%
Cc1ccc(NC(=O)[C@H](Cc2ccccc2)N2Cc3ccccc3C2=O)cc1F,2%,-1%,x
O=C(CN1CCN(C(=O)c2cncn2-c2ccc(F)cc2)CC1)Nc1ccccc1C(F)(F)F,3%,0%[56.1 µM],x

# Rows were taken by chance; overall some 0.53% were active at least once.
